UBC9 SUMO inh: inhibitors of in vitro SUMOylation cascade, primary screen, biochemical, HTRF, uHTS; HTRF SUMOylation assay, SAE1/SAE2 + UBC9; actives 0.36% (n = 290,000); inhibition, % at 35 µM; in the data active means inhibition above about 50%, passing the limit was not always enough; further: strong numbers were not always called active
Target sequence (P63279 whole entry, looked up): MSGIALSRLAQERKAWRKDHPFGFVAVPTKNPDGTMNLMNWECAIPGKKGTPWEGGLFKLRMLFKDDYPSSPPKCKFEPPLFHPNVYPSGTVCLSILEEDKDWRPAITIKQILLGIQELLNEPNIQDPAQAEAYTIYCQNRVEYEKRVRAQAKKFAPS
M18AAP inhibitor: PfM18AAP inhibitors, malaria aminopeptidase, primary screen, biochemical, QFRET, recombinant enzyme; actives 1.2% (n = 290,000); inhibition, % at 7.35 µM; AID 1822, 2009; H-Glu-NHMec fluorogenic cleavage;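 active means inhibition above the campaign mean inhibition over all tested compounds plus 3 SD, cut at about 28% in these data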;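 further: 0% = plate median of test compound wells and 100% = 2 mM ZnCl2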
IDE cell inh: human IDE inhibitors in live cells, primary screen, fluorescence polarization, HEK cells, FAbetaB substrate. actives 0.41% (n = 320,000). AID 434962, 2010. inhibition, % at 5.59 µM. FAbetaB cleavage;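 active means percent inhibition above the average of all tested compounds plus 3 SD, set per screening campaign, cut at about 16% in these data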;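 further: IDE supplied by intact live HEK cells; FP after avidin binding of uncleaved biotin substrate so inhibition keeps polarization high; 0% = DMSO wells and 100% = 60 µM reference IDE inhibitor Ii1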
pCIP destab: p/CIP-EGFP fusion destabilizers, primary screen, fluorescence, F442A cells; 16 h; decrease of EGFP signal, % at 10 µM; actives 0.01% (n = 290,000);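 active means EGFP signal decrease of at least 30% at 10 µM or well 3 SD below plate mean, unless failing retest; inactive means the rest, including hits failing retest or dose response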; further: some compounds called inactive have numbers as strong as hits; many of its hits are not listed in these tables
VIM-2 inh: VIM-2 metallo-beta-lactamase inhibitors, primary screen, biochemical, epi-absorbance readout, Pseudomonas aeruginosa enzyme | inhibition, % at 5.6 µM | actives 0.89% (n = 290,000) | purified VIM-2, nitrocefin hydrolysis, epi-absorbance fluorescence | AID 1527, 2009;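 active means inhibition above the mean of all tested compounds plus 3 SD, cutoff set per screening run, cut at about 7.5% in these data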;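 further: red hydrolysis product quenches plate fluorescence so inhibitors raise well fluorescence; 0% = enzyme with DMSO and 100% = DMSO without enzyme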
DNA FID counter: compounds displacing fluorescent DNA intercalator, primary screen, artefact control for HCV NS3 helicase inhibitor project, biochemical, FID fluorescence; inhibition, % at 7.9 µM; DNA fluorescent intercalator displacement; actives 0.17% (n = 290,000); in the data active means inhibition above about 37%;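 further: 0% = vehicle and 100% = reference compound; higher means more ethidium bromide displaced from hairpin DNA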
IMP-1 inh: IMP-1 metallo-beta-lactamase inhibitors, primary screen, biochemical, epi-absorbance readout, Pseudomonas aeruginosa enzyme. metallo-beta-lactamase IMP-1 (Pseudomonas aeruginosa). purified IMP-1, nitrocefin hydrolysis, epi-absorbance fluorescence. inhibition, % at 5.6 µM. actives 0.45% (n = 290,000). AID 1556, 2009;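 active means inhibition above the mean plus 3 SD of all compounds in the same screening run, cut at about 4.5% in these data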;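 further: 0% = IMP-1 with DMSO and 100% = DMSO wells lacking enzyme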
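assay system = purified recombinant IMP-1 metallo-beta-lactamase enzyme | schedule = 15 min preincubation plus 25 min reaction at 25 °C | signal = Epi-absorbance fluorescence, 480 nm excitation, 530 nm emission | read-out basis = percent inhibition from optical density relative to buffer-blank wells | controls = IMP-1 with DMSO as 0%, enzyme-free DMSO as 100%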
IDE cell activ: human IDE activators in live cells, primary screen, fluorescence polarization, HEK cells, FAbeta-B substrate; activation, % at 5.96 µM; actives 0.073% (n = 340,000); FAbeta-B cleavage; 0% vehicle, 100% cell-free pure enzyme wells; Insulin-degrading enzyme (Homo sapiens), P14735;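 active means activation above the mean of all tested compounds plus 3 SD, set per screening campaign, cut at about 17% in these data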
HCV NS3 hel inh: inhibitors of HCV NS3 helicase, primary screen, biochemical, Cy5 molecular beacon fluorescence. Hepatitis C virus NS3 helicase. NS3 helicase DNA unwinding. inhibition, % at 10.9 µM. actives 0.56% (n = 290,000);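 active means inhibition above the mean of all tested compounds plus 3 SD, set per campaign, cut at about 35% in these data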;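 further: 0% = DMSO wells and 100% = thioflavine S control wells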
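Control set: DMSO versus 110 µM thioflavine S; Material: NS3 helicase fragment of HCV; Measured by: Cy5 fluorescence at 0 and 60 min, beacon hairpin quenching; Read-out basis: percent inhibition from t60/t0 fluorescence ratio; Times: reaction time 60 min, 25 °C; Repeats: single replicate; Compound dosing: single dose, 10.9 µM nominal final, DMSO 0.8% final.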
Numbers without * were called inactive; . = no result given.

SMILES	UBC9 SUMO inh	M18AAP inhibitor	IDE cell inh	pCIP destab	VIM-2 inh	DNA FID counter	IMP-1 inh	IDE cell activ	HCV NS3 hel inh
CCN(CC)C(=O)C1c2ccccc2Oc2ccccc21	19	-6	-15	-24	18*	-46	17*	2	7
Cc1nn(-c2ccccc2)c(Oc2ccc(F)cc2)c1/C=N/n1cnnc1	5	6	1	-9	-1.3	-24	-0.8	3	4
O=c1[nH][nH]c(C(F)(F)F)c1C=NCc1ccc(Cl)cc1	15	11	6	-5	-1.2	-3	-4.6	5	-1
c1nc(N2CCOCC2)c2sc3nc(N4CCOCC4)c4c(c3c2n1)CCCC4	.	3	.	.	-3.2	0	-1.5	.	-1
CCOC(=O)C(C(=O)NCCCN1CCOCC1)C1CCCCC1 (stereo unspecified)	4	-4	2	-3	-1.8	1	-2.0	1	-4
O=C(NCCCN1CCCC1)c1ccc2c(c1)N(Cc1ccc(F)cc1)C(=O)c1ccccc1S2=O (stereo unspecified)	13	5	0	-1	-0.2	27	-1.3	4	-31
CCOC(=O)c1cnc(N2CCN(C(=O)OCC)CC2)[nH]c1=O	1	-14	0	6	2.3	1	-1.9	4	14
N#CCC(=O)Nc1ccc(C(=O)OCC(=O)N(C2CCCCC2)C2CCCCC2)cc1	-8	-2	1	-6	-1.8	-27	-2.0	-2	-3
CCOn1c(=O)c[n+]([O-])c2ccccc21	15	-2	2	-10	-3.8	2	-3.2	-1	8
O=C1NC(=O)/C(=C/c2ccc(-c3cc(C(=O)O)ccc3Cl)o2)S1	15	13	7	-2	5.7	-5	-1.9	4	18
CCOc1ccc(S(=O)(=O)Nc2cc(Sc3ncn[nH]3)c3oc(=O)sc3c2)cc1	-35	29*	8	-8	-0.4	-19	0.2	.	18
O=C(COC(=O)c1ccccc1NC(=O)c1ccccc1)c1cccc([N+](=O)[O-])c1	-7	2	0	3	-1.4	0	-1.4	1	7
CCn1c2c(c3cc(OCC(C)C)ccc31)CCCC2=O	18	-4	5	-4	-3.8	-8	-2.5	4	12
CCOC(=O)c1[nH]c2ccc(OC)cc2c1NS(=O)(=O)c1ccc(OC)cc1OC	21	2	-1	0	-0.3	-4	1.2	3	-4
COCCNC(=O)C1CC2Cn3c(nc4ccccc43)C2N1C (stereo unspecified)	-9	.	0	-2	.	.	.	3	.
Fc1ccc2c(c1)C(c1ccncc1)=NNC(c1ccc(Cl)cc1)=N2	-16	7	3	-7	-2.5	-5	-2.6	-2	-5
COC(=O)c1sc(N2C(=O)C(O)=C(C(=O)c3ccc(C)o3)C2c2ccc([N+](=O)[O-])cc2)nc1C (stereo unspecified)	-11	23	4	0	-1.6	-24	-1.4	2	23
C/C(CC(=O)Nc1ccc(Cl)cc1Cl)=N\NC(=O)C(=O)N1CCCC1	-2	4	9	4	-1.1	-10	-3.3	0	7
O=C(NNC(=O)C1CC1)c1cc2cc3ccccc3nc2s1	18	-9	3	0	3.1	0	-0.7	2	-29
Cc1nc2nc(C)c(NS(=O)(=O)c3ccc4c(c3)CCCC4)c(=O)n2[nH]1	-6	-3	3	0	0.6	-9	-0.8	7	-1
O=C(CN(CCN1CCOCC1)C(=O)Cn1nnc(-c2ccc(F)cc2)n1)NC1CCCCC1	14	-2	1	-13	-1.1	8	-2.3	-1	3
CC(CCOS(N)(=O)=O)c1ccccc1 (stereo unspecified)	16	-2	0	-2	-0.6	-2	-3.1	3	-7
COc1cc(NC(C)=O)c2ncccc2c1[N+](=O)[O-]	5	7	6	-1	0.7	1	-2.8	-3	2
Cc1ccccc1C(=O)c1c[nH]c(C(N)=O)c1	27	-7	2	-6	-0.2	-2	2.6	3	-9
CCP(=O)(CC)C(C)(C)CP(=O)(c1ccccc1)c1ccccc1	-20	0	-5	13	-0.3	-4	-3.5	10	-2
CC1CCCCC1NC(=O)CN1C(=O)CSc2cc(S(=O)(=O)N3CCCCCC3)ccc21 (stereo unspecified)	0	2	6	-2	-1.0	-42	-3.9	1	9
COC(=O)CSc1ccc(S(=O)(=O)N2CCOCC2)cc1[N+](=O)[O-]	-4	18	4	4	-1.5	-2	-3.7	0	-4
O=C(COC(=O)C1COc2ccccc2O1)NC(=O)NC1CCCCC1 (stereo unspecified)	2	6	1	-11	-3.0	-2	-4.2	3	-1
COc1ccccc1-c1c(C)nn2c(N)c(-c3ccc(Cl)cc3)cnc12	-7	4	1	0	-3.0	-16	-2.9	-1	-5
O=C(Oc1cccc(/C=N/NC(=O)c2ccccn2)c1)c1ccc([N+](=O)[O-])cc1	15	-6	-3	-8	-5.2	-17	-3.9	0	6
CCN(CC)P1(=O)OC(c2cc(OC)c(OC)c(OC)c2)=Nc2c1c(C)nn2-c1ccccc1 (stereo unspecified)	10	7	2	5	-1.9	-10	3.0	4	-3
O=C(COC(=O)CCC(=O)c1cccs1)NCc1cccs1	4	6	3	-20	-2.4	-2	-2.7	5	-1
COCCCN(C(=O)CC1OC(=O)c2ccccc21)c1c(N)n(Cc2ccccc2)c(=O)[nH]c1=O (stereo unspecified)	-5	0	0	4	-3.4	-16	-0.7	-6	-1
Cc1ccc(C(=O)N2CCN(c3ccc(NC(=O)c4ccc5c(c4)OCCO5)cc3)CC2)cc1	11	-5	0	-14	-3.4	-52	-3.7	-7	-12
O=c1c2sccc2[nH]c(=S)n1-c1ccccc1	14	16	-1	-4	-3.2	-1	-4.5	3	8
CC(Sc1nnnn1C)C(=O)Nc1ccc(Oc2ccccc2)cc1 (stereo unspecified)	-9	1	14	6	-1.5	-10	-3.2	-3	3
C=CCn1c(SCC(=O)N2CCc3ccccc3C2)nc2sc(CC)cc2c1=O	-6	-6	17*	0	1.2	-11	0.8	-2	-1
CNc1nc2cccnc2s1	-1	0	8	-4	-4.4	2	-4.1	6	8
CC1CC2(C)CC(C)C1(COC(=O)Nc1ccccc1)CO2 (stereo unspecified)	-1	-8	1	-1	2.0	-21	0.4	1	15
COc1ccc(N(CC(=O)N/N=C/c2ccc(F)cc2)S(=O)(=O)c2ccccc2)cc1	1	-2	0	-4	-1.8	-33	-3.9	0	-25
COc1cc2c(cc1OC)C(C(=O)Nc1cc(OC)c(OC)c(OC)c1)C(c1cccnc1)N(C)C2=O (stereo unspecified)	4	-1	3	-2	2.2	-30	-1.4	5	-4
COC(=O)c1sccc1NC(=O)Nc1cccc(F)c1	0	4	0	-9	-1.9	1	-3.2	2	-4
Cc1cc(NC(=O)CCN2CCN(C/C=C/c3ccccc3)CC2)ccc1Br	-10	0	-3	-2	-1.9	16	-4.3	2	-72
CC1CCCCN1S(=O)(=O)c1ccc(S(=O)(=O)N2CCN(c3ccc(F)cc3)CC2)cc1 (stereo unspecified)	5	1	-3	-16	-1.1	-9	-2.0	0	4
COc1ccc(C(=O)OCC(=O)N2CCCC2=O)c(OC)c1	15	-2	-3	1	-1.8	-5	-2.4	0	-7
O=C(/C=C/c1ccco1)NC(=S)Nc1ccc(N2CCCC2)cc1	60*	16	3	-6	-0.5	-1	1.4	1	29
CCCCCOc1ccc(CSCCNC(=S)Nc2ccccc2)cc1	-12	2	-4	-3	-0.8	-12	0.4	-1	-41
Cc1nc(=O)cc(-c2ccccc2)n1-c1ccccc1	-7	-9	1	6	-1.3	-10	-2.8	1	3
Cc1sc2ncnc(OCC(=O)N3CCN(S(=O)(=O)c4ccc(Cl)cc4)CC3)c2c1C	-3	0	3	-14	-1.1	-20	-2.7	0	-5
CC(=O)OC(C(=O)NC1CCCCC1)c1ccc(C)cc1 (stereo unspecified)	13	-1	2	-11	-4.9	-9	-2.3	6	5
Cc1c(Cl)cccc1-c1ccc(C(=O)N2CCN(c3ccc([N+](=O)[O-])cc3)CC2)o1	13	6	-7	-3	-0.5	0	-2.7	-1	1
COc1ccccc1-n1cnc2c(c1=O)c1nc3ccccc3nc1n2-c1ccc(C)cc1	6	-3	-1	10	-2.0	1	-2.0	0	5
CC(CC(=O)Nc1cccc(Cl)c1)c1ccccc1 (stereo unspecified)	-3	0	1	-7	-4.7	1	-1.0	3	14
COc1ccc(C(c2nnnn2Cc2ccccc2)N2CCN(c3nc4ccccc4s3)CC2)cc1OC (stereo unspecified)	1	-3	2	13	-1.8	-27	-3.5	9	-24
O=C(c1cc(-c2ccc3c(c2)OCO3)on1)N1CCOCC1	19	-3	0	-5	-5.0	-3	-0.6	3	-25
Cc1cc(C(=O)OCC(=O)NCCc2ccccc2)c(C)o1	19	-11	7	-6	-1.3	-15	1.0	3	4
CC(=O)Nc1ccc(S(=O)(=O)NC2(C(F)(F)F)NC(=O)N(C3CCCCC3)C2=O)cc1 (stereo unspecified)	-3	-4	3	-6	0.6	-1	-1.4	1	-11
CC(=O)c1c(O)cc(=O)n(-c2ccccc2)c1-c1cccc2ccccc12	-16	3	0	1	-3.2	-8	-2.3	7	4
O=C(NC1CSC/C1=N\O)c1ccccc1 (stereo unspecified)	8	-1	1	5	-1.6	-5	-2.7	-1	0
COc1ccc(C)cc1S(=O)(=O)N(CC(=O)N1CCCC1)c1ccccc1	28	1	2	-8	-1.2	-22	-3.5	3	-1

Arranged by value in VIM-2 inh (low to high): three of the compounds above
compound	VIM-2 inh
CC(CC(=O)Nc1cccc(Cl)c1)c1ccccc1 (stereo unspecified)	-4.7
Cc1cc(C(=O)OCC(=O)NCCc2ccccc2)c(C)o1	-1.3
CCCCCOc1ccc(CSCCNC(=S)Nc2ccccc2)cc1	-0.8

Quoted at random: 2 compounds from above.
SMILES	UBC9 SUMO inh	M18AAP inhibitor	IDE cell inh	pCIP destab	VIM-2 inh	DNA FID counter	IMP-1 inh	IDE cell activ	HCV NS3 hel inh
COCCCN(C(=O)CC1OC(=O)c2ccccc21)c1c(N)n(Cc2ccccc2)c(=O)[nH]c1=O (stereo unspecified)	-5	0	0	4	-3.4	-16	-0.7	-6	-1
CC1CCCCN1S(=O)(=O)c1ccc(S(=O)(=O)N2CCN(c3ccc(F)cc3)CC2)cc1 (stereo unspecified)	5	1	-3	-16	-1.1	-9	-2.0	0	4

Further records:
SMILES	UBC9 SUMO inh	M18AAP inhibitor	IDE cell inh	pCIP destab	VIM-2 inh	DNA FID counter	IMP-1 inh	IDE cell activ	HCV NS3 hel inh
CC1(C)c2[nH]c3ccccc3c2C[C@H]2C(=O)N(CCCCCO)CC(=O)N21	3	-1	2	-2	-3.2	-26	-2.0	2	4
COc1ccc(S(=O)(=O)N2CCOCC2)cc1NC(=O)Cc1ccc(Cl)c(Cl)c1	-16	-3	5	-2	0.9	1	-1.9	6	-1
CN(Cc1ccccc1O)CC1CCCN(CCc2ccc(Cl)cc2)C1 (stereo unspecified)	5	2	4	0	-2.4	11	-2.4	3	-20
CCCCCCCC(=O)NN=C1CCN(Cc2ccccc2)CC1	21	1	-2	-21	-2.5	-16	-4.0	0	2
